Assay outcomes from PubChem.
HT1080 IDH1KD tx = HT-1080 IDH1 knockdown cell toxicity (counter line); HT-1080 IDH1 knockdown viability, ATP luminescence, 48 h; Potency, µM (highest dose often 46.1 µM), for inactives: at the highest dose activity, negative = toxicity, hits mostly cytotoxic; actives 2% (n = 360,000); AID 686971;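 also: potency is read from the fitted curve at half-maximal effect; 0% = DMSO wells and -100% = cell-free medium wells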
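After a 2 h attachment period, IDH1KD HT-1080 cells took pin-transferred compound for 48 h at 37 °C; ATP-based luminescence after 10 min room-temperature reagent incubation reported viability.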
ATXN2 expr inh = reduces ATXN2 reporter expression in HEK-293 cells. Potency, µM (series often up to 57 µM), for inactives: at the top dose activity change, negative = inhibition, usual class: inhibitors. AID 1745845. actives 0.72% (n = 360,000). HEK-293 ATXN2-luciferase reporter, luminescence, 24 h; also: potency is read from the fitted curve at half-maximal effect; % is scaled to controls: 0 for no effect and ±100 for the full control effect; nearly all actives have a fitted effect of over 55% in size
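qHTS (up to 57 uM final) was run with 24 h compound exposure of reporter cells at 37 °C. Each well was multiplexed: SteadyGlo luminescence measured ATXN2-luciferase expression after a fluorogenic Gly-Phe-AFC viability readout (25 uM final).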
HepG2 viability = HepG2 cytotoxicity, counter-screen for TGF-b inhibitors. HepG2 CAGA-GFP viability, ATP luminescence, 18 h. Potency, µM (top dose mostly 46.1 µM), for inactives: top-dose activity change, negative = cytotoxicity, most hits filed as cytotoxic. actives 0.76% (n = 410,000); also: potency is read from the fitted curve at half-maximal effect; some results filed as inactive show a strong effect at the top dose
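CellTiter-Glo luminescence gave cytotoxicity after 18 hours at 37 degrees C. The cells were HepG2 CAGA-GFP in 1% FBS DMEM, stimulated with 500 pg/mL TGF-beta after compound addition. %Activity was normalised to no-cell wells (complete cell-killing) and DMSO (no toxicity), and curves were fitted and classified.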
ATXN viability = reduces viability in counter-screen for ATXN expression inhibitors | S2 cells (HEK-293 line with an ATXN2-luciferase reporter) viability, CellTiter-Fluor protease fluorescence, 24 h | Potency, µM (doses to about 56.7 µM), hits mostly cytotoxic | actives 0.49% (n = 400,000); also: potency is read from the fitted curve at half-maximal effect; nearly all actives have a fitted effect of over 40% in size
IL1B secr inh = inhibitors of inflammasome signaling (IL-1 beta secretion); THP-1 LPS/ATP IL-1B secretion, AlphaLISA, 16 h; active compounds read low; actives 4.7% (n = 360,000); activity change, % at 57.5 µM; in the data active = activity change below about -50%; inconclusive = mostly about -30% to -49%; also: % is scaled to controls: 0 for no effect and ±100 for the full control effect
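THP-1 cells pretreated 1 hr with compounds (up to 57.5 uM final), then stimulated with LPS (250 ng/mL final) plus ATP (1.25 mM final); secreted IL-1B measured by AlphaLISA after 16 hr, decreased signal indicating inhibition.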
MCF10A rereplic = inducers of DNA re-replication in MCF 10A breast cells; Potency, µM (doses to about 46.1 µM), without a hit: at the top dose activity, positive = re-replication, actives largely listed as activators; MCF 10A DNA re-replication, Hoechst nuclear intensity, 48 h; actives 2.9% (n = 350,000); AID 624296; also: potency is read from the fitted curve at half-maximal effect; % of control where 0% means no effect; nearly all actives have a fitted effect of over 50% in size
KB-3-1 tox = KB-3-1 parental cell cytotoxicity; actives 1.4% (n = 400,000); KB-3-1 viability, CellTiter-Glo ATP luminescence, 72 h; Potency, µM (highest dose often 46.1 µM), without a hit: at the top dose activity change, negative = cytotoxic, hits mostly cytotoxic; also: potency is read from the fitted curve at half-maximal effect; % is scaled to controls: 0 for no effect and ±100 for the full control effect; nearly all actives have a fitted effect of over 60% in size
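Viability of parental KB-3-1 cells, measured by CellTiter-Glo luminescence, followed a 72 h incubation at 37 °C with pinned compounds in phenol-red-free DMEM containing 10% FBS.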
HT1080NT lethal = kills 2HG-producing HT-1080-NT fibrosarcoma cells | HT-1080-NT fibrosarcoma viability, CellTiter-Glo ATP luminescence, 48 h | Potency, µM (titrated, usually from 46.1 µM), without a hit: at the top dose activity, negative = less viability, usual class: cytotoxic | actives 1.6% (n = 360,000) | AID 686970;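 also: NT is the 2HG producing partner of a matched IDH1 knockdown line; potency is read from the fitted curve at half-maximal effect; 0% = DMSO-treated cells and -100% = media-only wells without cells; nearly all actives have a fitted effect of over 55% in size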
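Viability by CellTiter-Glo luminescence after 48 h compound exposure at 37C of HT-1080-NT cells (750/well, RPMI, 5% FBS). % activity scaled between DMSO wells and medium-only wells, then curve-fitted and categorized by curve class.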
SW480 rerep = induces DNA re-replication in SW480 colon adenocarcinoma cells. actives 1.8% (n = 340,000). Potency, µM (titrated, usually from 46.1 µM), for inactives: at the top dose re-replication activation, hits mostly activators. SW480 DNA re-replication, Hoechst DNA content imaging, 48 h. AID 624297; also: potency is read from the fitted curve at half-maximal effect; % of control where 0% means no effect; nearly all actives have a fitted effect of over 55% in size
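250 cells/well; 23 nL cpd via pin tool; 48 hr, 37 C, 5% CO2; Hoechst 40 min; imager read of total nuclear intensity, ex 405/em 500-530 nm.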
* hit, by the source's call; i = inactive; ? = inconclusive; . = no result given; & = joins results of further samples; [ ] = another dose, or the depositor's remark. Unless noted, calls follow the shape of the dose curve; as a rule, active = well fitted curve in the direction sought with a large enough effect; inconclusive = small, poorly fitted or top-dose-only effect, or another doubt; inactive = no such curve, though single readings can be large; an effect the other way counts as inactive or inconclusive. An unsorted share of the library. Share with any hit: about 8.9%.

SMILES | HT1080 IDH1KD tx | ATXN2 expr inh | HepG2 viability | ATXN viability | IL1B secr inh | MCF10A rereplic | KB-3-1 tox | HT1080NT lethal | SW480 rerep
Cc1cccc(Nc2nnc(SCC(=O)Nc3ccc(C(=O)O)cc3)s2)c1 | -19% | 9% | -4% | i | 24 | 0% | 9% | -15% | 2%
COc1ccc(N2CCN(C(=O)c3ccc(CSc4ccccc4)cc3)CC2)cc1 | 0% | 2% | -38% | i | 8 | 24% | 0% | -5% | -1%
Cc1ccc(NC(=O)CCCSc2nc3ccccc3[nH]2)cc1 | -3% | -21% | -5% | i | -2 | 18% | 2% | -3% | -2%
COc1cc(F)ccc1-c1csc(C(NC(C)=O)c2ccccc2)n1 (configuration not stated) | 3% | 19% | -48% | i | -3 | . | -1% | 1% | .
O=C(COC(=O)C1C2CC3OC(=O)C1C3C2)Nc1ccccc1 (configuration not stated) | 14% | 1% | -3% | i | -1 | 6% | ? | 12% | -6%
O=C(c1cccc(Cl)c1)N1CCN(c2ccccn2)CC1 | 12% | 2% | -11% | i | 0 | 5% | 10% | 26% | 0%
O=C(NNC(=O)c1ccc2c(=O)n3c(nc2c1)CCC3)c1cccc(Cl)c1 | -4% | 6% | -17% | i | 2 | 4% | 0% | -3% | -2%
CN1OC[C@@H]2CN(Cc3cc(Cl)cc(Cl)c3)[C@H](c3cccc(-c4ccccc4)c3)C[C@@H]21 | -1% | -9% | -23% | i | -25 | -25% | -14% | 0% | 6%
COc1ccccc1N1C(=O)CC(c2ccccc2)CC1=O | -4% | -3% | 1% | i | -11 | 24% | 0% | 3% | ?
COc1ccccc1Nc1nc(-c2cccc([N+](=O)[O-])c2)cs1 | -13% | . | -42% | ? | -25 | ? | -7% | 1% | ?
COc1cccc(NC(=O)CN2C(=O)NC3(CCc4ccccc43)C2=O)c1 (configuration not stated) | 3% | 10% | 0% | i | 10 | -1% | 1% | 8% | 19%
CCCCC(=O)Nc1ccc(C(=O)Nc2ccc(S(=O)(=O)N3CCCC3)cc2)cc1 | ? | -4% | -1% | i | 18 | 14% | -1% | ? | 1%
COc1ccc(F)cc1S(=O)(=O)n1cnc2ccccc21 | -7% | 1% | -23% | i | 1 | 2% | 2% | -7% | -14%
Cn1c(=O)c2c(nc(NCC(O)CO)n2CCc2ccccc2)n(C)c1=O (configuration not stated) | 4% | 3% | 0% | i | 13 | -3% | 2% | 0% | -7%
CC[C@]12c3[nH]c4ccc(Cl)cc4c3CCN1C(=O)[C@@H](CC(=O)NCc1cccc(C(F)(F)F)c1)C[C@@H]2C(=O)N1CCN(C(=O)C2CC2)CC1 | ? | ? | -8% | ? | ? | ? | -17% | ? | 6%
CC1(C)Cc2c(C#N)c(NCCCO)nc(-c3ccccc3)c2CO1 | 6% | -6% | -22% | i | -16 | 7% | 21% | 6% | 2%
Cc1cc(C)n(CCCNC(=O)c2ccc(C)o2)n1 | -2% | 7% | 16% | i | 10 | -3% | -2% | 6%[9.24 µM] | -2%
CCN(CC)C(=O)[C@H]1C[C@H](CC(=O)NCCCOC)C(=O)N2CCc3c([nH]c4cc(-c5ccco5)ccc34)[C@]12C | 0% | -14% | -2% | i | 27 | -3% | 0% | 6% | -41%
CC(C)C(=O)OCC(=O)Nc1ccc2c(c1)CCC2 | 1% | 5% | -2% | i | 11 | 0% | -2% | 4% | -3%
Cc1ccc2c(c1)C(=O)OC(C(=O)Nc1ccc(C(=O)O)cc1)C2 (configuration not stated) | . | 7% | 0% | i | . | . | 12% | . | .
Cc1nn(-c2ccc(Cl)cc2)c(NC(=O)C(C)C)c(-c2ccccc2)c1=O | 1% | -10% | 13% | i | 13 | 16% | -1% | 0% | -9%
CCOC(=O)c1ccc(N2C(=O)c3[nH]nc(-c4ccc(C)cc4)c3C2c2ccc(O)cc2)cc1 (configuration not stated) | . | ? | -53% | ? | . | . | ? | . | .
CCOC(=O)C1CCCN(c2c(NCC3CCCN3CC)c(=O)c2=O)C1 (configuration not stated) | -1% | -6% | -14% | i | -20 | 1% | -12% | -4% | -4%
NC(=S)NC1CC2C=CC1C2 (configuration not stated) | 8% | -33% | -24% | i | 35 | -6% | 0% | 1% | -22%
Cc1cccc(C(=O)Nc2cccc(C(=O)N/N=C/c3ccccn3)c2)c1 | 0% | . | 1% | i | 30 | 5% | -11% | 0% | ?

In a second layout: nine of the compounds above
Screens in order: HT1080 IDH1KD tx	ATXN2 expr inh	HepG2 viability	ATXN viability	IL1B secr inh	MCF10A rereplic	KB-3-1 tox	HT1080NT lethal	SW480 rerep
COc1ccccc1N1C(=O)CC(c2ccccc2)CC1=O
→ -4%	-3%	1%	i	-11	24%	0%	3%	?
COc1ccccc1Nc1nc(-c2cccc([N+](=O)[O-])c2)cs1
→ -13%	.	-42%	?	-25	?	-7%	1%	?
COc1cccc(NC(=O)CN2C(=O)NC3(CCc4ccccc43)C2=O)c1 (configuration not stated)
→ 3%	10%	0%	i	10	-1%	1%	8%	19%
CCCCC(=O)Nc1ccc(C(=O)Nc2ccc(S(=O)(=O)N3CCCC3)cc2)cc1
→ ?	-4%	-1%	i	18	14%	-1%	?	1%
COc1ccc(F)cc1S(=O)(=O)n1cnc2ccccc21
→ -7%	1%	-23%	i	1	2%	2%	-7%	-14%
Cn1c(=O)c2c(nc(NCC(O)CO)n2CCc2ccccc2)n(C)c1=O (configuration not stated)
→ 4%	3%	0%	i	13	-3%	2%	0%	-7%
CC[C@]12c3[nH]c4ccc(Cl)cc4c3CCN1C(=O)[C@@H](CC(=O)NCc1cccc(C(F)(F)F)c1)C[C@@H]2C(=O)N1CCN(C(=O)C2CC2)CC1
→ ?	?	-8%	?	?	?	-17%	?	6%
CC1(C)Cc2c(C#N)c(NCCCO)nc(-c3ccccc3)c2CO1
→ 6%	-6%	-22%	i	-16	7%	21%	6%	2%
Cc1cc(C)n(CCCNC(=O)c2ccc(C)o2)n1
→ -2%	7%	16%	i	10	-3%	-2%	6%[9.24 µM]	-2%

The listing continues.
SMILES | HT1080 IDH1KD tx | ATXN2 expr inh | HepG2 viability | ATXN viability | IL1B secr inh | MCF10A rereplic | KB-3-1 tox | HT1080NT lethal | SW480 rerep
Cn1nccc1C(=O)Nc1cccc(S(=O)(=O)N2CCOCC2)c1 | -1% | 3% | -13% | i | 0 | -3% | 1% | 8% | -11%
Cc1ccc(N2CN(S(=O)(=O)c3cccc([N+](=O)[O-])c3)c3nc4ccccc4nc32)cc1 | -12% | -12% | -1% | i | -8 | 10% | 8% | 2% | -5%
CCN(CC)CCCNC(=O)C1CCN(C(=O)c2oc3cc4sc(N(C)C)nc4cc3c2C)CC1 | -2% | 3% | -15% | i | -6 | 0% | 1% | 2% | -5%
CCOC(=O)C(CC)Sc1nnc2c3cc(C)ccc3n(C)c2n1 (configuration not stated) | -6% | -2% | -6% | i | -1 | 2% | -8% | -13% | -3%
CCC(C)N(C(=O)CSc1nc(C)c(C)c(C)c1C#N)C1CCS(=O)(=O)C1 (configuration not stated) | -17% | -12% | -11% | i | -5 | 11% | -22% | -11% | -1%
CCC(C(=O)N1CCc2ccccc2C1)n1nc(C)n2c(cc3occc32)c1=O (configuration not stated) | 11% | 1% | 1% | i | -10 | -1% | -13% | 9% | 2%
O=S1(=O)CCN(Cc2ccccc2)CC1 | 9% | . | 2% | i | -16 | . | -5% | 11% | .
COc1ccccc1CC(=O)Nc1ccc(Cl)cc1C(=O)O | -14% | -10% | -23% | ? | 36 | 9% | ? | -4% | 0%
CCOC(=O)CN1NC2(CCCCCCC2)NC1=S | 1% | 3% | -19% | ? | 31 | -2% | 10% | 4% | -14%
COc1ccc(NC(=O)COC(=O)CCSc2ccccc2)cc1OC | -1% | -15% | -1% | i | 36 | 0% | 3% | 2% | -3%
N#CN=CN1CC=C(c2ccc(Cl)cc2)CC1 | 6% | . | -13% | i | -29 | . | 9.2µM* | 3% | .
CCCN1CCN(S(=O)(=O)c2ccc(-n3cnnn3)cc2)CC1 | 14% | -10% | 10% | i | -2 | 0% | 6% | 3% | -21%
C#CCOCCOCCOCCNc1nc(N2CCN(C(=O)C([C@@H](C)CC)n3cc(C(N)COC(=O)C(F)(F)F)nn3)CC2)nc(N2CCN(C(=O)[C@H](CCC(=O)O)n3cc(C(N)CC(C)C)nn3)CC2)n1 (some centres not stated) | 18% | 10% | 7% | i | 16 | -11% | 7% | -4% | -3%
CCOC(=O)c1cnc2ccc(C)cc2c1OCc1cc(F)cc(F)c1 | -14% | 1% | 5% | i | -10 | 11% | 6% | -12% | -4%
Cc1oc(-c2ccc(Cl)cc2)nc1CS(=O)CC(=O)NCCCN1CC(C)CC(C)C1 (configuration not stated) | ? | -13% | -31% | i | -70* | 6% | 13% | 16µM* | ?
O=C(c1ccc(F)cc1)c1ccc(N2CCCC2)cc1 | -24% | 56%[activator] | -42% | i | -3 | 2% | -24% | -4% | ?
CCC(c1nc2ccccc2[nH]1)n1c(=O)c(-c2cccnc2)nc2ccccc21 (configuration not stated) | -9% | . | . | . | -3 | . | -10% | 0% | .
COC1OC2COC(c3ccccc3)OC2C(O)C1NC(C)=O (configuration not stated) | 2% | 7% | -79% | i | 15 | -5% | 0% | -2% | 18%
CCOC(=O)N1CCN(S(=O)(=O)N2CCCC(C(=O)NCc3ccccc3OC)C2)CC1 (configuration not stated) | 5% | 5% | 2%&0% | i | 41 | 1% | -3% | 2% | -12%
